# Assay outcomes deposited in PubChem BioAssay by several laboratories.
# MT stabilize HCS: microtubule stabilizers in HeLa cells, primary screen, imaging, high-content imaging; % tubulin-high responders, % at 10 µM; 200,000 compounds, 0.83% hits; HeLa tubulin immunostaining HCS, 24 h; share of cells brighter than vehicle mean+2SD;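 active = plate Z-score above 3 for both tubulin-high and condensed-nucleus cell shares, with cell loss under 80%, at 10 µM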;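 note: anti alpha tubulin signal scored within the nucleus-defined area of each cell; some results filed as inactive read as strong as hits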
# CSM14.1 death rescue: rescue of cells from ER stress-induced death, primary screen, 384-well, CSM14.1, thapsigargin, ATP luminescence (AID 1222). CSM14.1 thapsigargin-induced death rescue, ATP luminescence; higher % means a stronger effect. one-dose cellular ATP content (survival), % at 20 µM; EC50 in µM for titrated hits. 190,000 tested, under 10 active;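 active = EC50 below 50 µM in the dose-response confirmation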;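 note: death triggered by thapsigargin at about 15 µM added after 2 h compound pretreatment; cell ATP read after overnight thapsigargin exposure of roughly 18 to 22 hours; normalized against plate controls of thapsigargin alone and 5% DMSO vehicle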
# Autophagy HCS: autophagy modulators in MEF cells, primary screen, imaging, high-content, MEF GFP-LC3 | 190,000 compounds, 0.98% hits | AID 463193, 2010 | MEF GFP-LC3 puncta imaging; test concentration mostly 10 µM | calls only at 10 µM (by protocol);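 active = percentage of spot-positive cells more than 3 SD above its plate mean, without a fluorescence outlier flag or 80% toxicity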;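 note: spot-positive cell cutoff set from DMSO-treated cells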
# Ins promoter up: insulin promoter activators in MIN6 cells, imaging, high-content screening, mouse beta cells. z-score at 5 µM. MIN6 insulin promoter-GFP reporter; hits give high values. 190,000 compounds, 0.3% hits;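 active = z-score above 3 at 5 µM with at least 500 cells counted in the well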
# P. falciparum M1AAP: P. falciparum M1AAP inhibitors, biochemical, fluorogenic H-Leu-NHMec substrate, 1536-well (AID 1445); one-dose inhibition, % at 30 µM; IC50 in µM for titrated hits; Aminopeptidase N (Plasmodium falciparum (isolate 3D7)); 220,000 compounds, 0.42% hits; recombinant M1AAP, H-Leu-NHMec fluorogenic kinetic assay; higher % means a stronger effect;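 active = primary inhibition above the hit cutoff, then over 50% inhibition at one or more dose response concentrations, cut at about 23% in these data, passing the limit was not always enough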;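 note: plate controls were DMSO full reaction for no effect and no enzyme background for full effect; strong numbers were not always called active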
# P. falciparum M17LAP: P. falciparum M17LAP inhibitors, primary screen, biochemical, fluorogenic H-Leu-NHMec substrate, 1536-well (AID 1619); recombinant M17LAP, H-Leu-NHMec fluorogenic kinetic assay; higher % means a stronger effect; 220,000 compounds, 0.38% hits; one-dose inhibition, % at 30 µM; IC50 in µM for titrated hits;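 active = compound inhibiting the enzyme by more than half at any dose during confirmatory dose-response retesting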;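 note: plate controls were full reaction with DMSO carrier for no effect and no enzyme background for full effect; strong numbers were not always called active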
# Dynein cargo inh: inhibitors of GR-EGFP nuclear translocation, primary screen, dynein cargo transport inhibitor project, imaging, high-content, 3617.4 mouse cells | AID 1381, 2008 | 220,000 compounds, 0.47% hits | test concentration mostly 20 µM; stimulated with dexamethasone, 1 µM; hits give low values | z-score, hits read low;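 active = plate z-score of nuclear minus cytoplasmic receptor signal below a set negative limit, without overly bright fluorescence or cell loss, cut at about -3.5 in these data, passing the limit was not always enough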;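 note: z-score of nuclear minus cytoplasmic ring GR-EGFP intensity difference per well; some compounds called inactive have numbers as strong as hits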
#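 medium = tetracycline-free induction medium containing charcoal-stripped FBS | probe or stimulus = dexamethasone, 1.0 µM final | timing = 48 h induction, then 1 h compound, then 30 min agonist, 37 °C | detection = automated 10x imaging of fixed Hoechst-stained cells | read-out basis = nuclear versus cytoplasmic GR-EGFP signal, averaged per well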
# Lipid droplet: inhibitors of hepatocyte lipid droplet formation, primary screen, imaging, high-throughput imaging, BODIPY stain; AML12 mouse hepatocytes, oleate lipid droplets; inhibition, % at 6.5 µM; 240,000 compounds, 0.4% hits; AID 1656, 2009;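 active = lipid droplet intensity inhibited by at least 50%, with more than 500 cells counted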
#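 Assay system: AML12 mouse liver cells | Compound: 6.5 µM single-point dosing | Schedule: Overnight exposure | Technique: Fluorescence imaging, 20x objective, two fields per well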
# Yfh1-off respiration: enhancers of respiration in Yfh1-depleted yeast, dose response, Friedreich's ataxia, plus single-dose screen (AID 1465); 220,000 compounds, 0.074% hits; S. cerevisiae Yfh1-off respiration, WST-1 reduction, 72 h; higher fold induction means a stronger effect; one-dose fold induction at 50 µM; EC50 in µM for titrated hits;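 active = fold induction of absorbance versus untreated yeast above a set limit, then at least 30% activation at any dose in follow-up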;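 note: activators that raise dye reduction in frataxin-depleted yeast; strong numbers were not always called active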
# Dynein cargo inh cytoplasmic EGFP: recorded beside Dynein cargo inh, whose call it bears; z-score; measured here: cytoplasmic GR-EGFP intensity; hits give high values
# Dynein cargo inh nuclear GR-EGFP: also measured in Dynein cargo inh; calls as there; z-score; measured here: nuclear GR-EGFP intensity;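 lower value marks the stronger effect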
# Dynein cargo inh cell count: recorded beside Dynein cargo inh, whose call it bears; z-score; measured here: cell count per field
# Ins promoter up cell count: recorded beside Ins promoter up, whose call it bears; cell count; measured here: cytotoxicity, nuclei count;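 total cells summed across four imaged fields per well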
# Lipid droplet cells 6.5 µM: further read-out of Lipid droplet, marked with its call; cell count; measured here: cell count, cytotoxicity flag;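 cells counted across two imaged fields per well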
# MT stabilize HCS Hoechst-high %: further read-out of MT stabilize HCS, marked with its call; % Hoechst-high responders; measured here: nuclear condensation Hoechst responders;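 share of cells brighter than vehicle mean plus two SD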
# MT stabilize HCS cytotoxicity %: further read-out of MT stabilize HCS, marked with its call; toxicity, %; measured here: cytotoxicity by cell density;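 0% = mean cell density of plate MIN control wells and 100% = no cells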
# Autophagy HCS cell loss 18 h: second read-out of Autophagy HCS, no call of its own (marks repeat the call); toxicity, %; measured here: cell loss, nuclei count;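 cell loss after 18 h compound exposure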
# * = called active by the depositor; i = inactive; nt = not tested or not shown; + = active, no number; & = joins results of further samples.
SMILES,MT stabilize HCS,MT stabilize HCS Hoechst-high %,MT stabilize HCS cytotoxicity %,CSM14.1 death rescue,Autophagy HCS,Autophagy HCS cell loss 18 h,Ins promoter up,Ins promoter up cell count,P. falciparum M1AAP,P. falciparum M17LAP,Dynein cargo inh,Dynein cargo inh cytoplasmic EGFP,Dynein cargo inh nuclear GR-EGFP,Dynein cargo inh cell count,Lipid droplet,Lipid droplet cells 6.5 µM,Yfh1-off respiration
O=C(c1coc(=O)c(Br)c1)N1CCCc2ccccc21,4.1,3.8,8.0,-1.6%,i,0.0,0.95,1017,18.9%,1.0%,-2.35,0.193,-1.18,0.873,nt,nt,i
O=C(COC(=O)CSc1ccc2ccccc2c1)NC1CC1,1.7,2.9,12.3,0.2%,i,0.9,-0.74,1544,2.8%,0.6%,-0.67,-0.168,-0.465,-0.00204,6.3,607,i
COc1ccc(NC(=O)C2CCCN2C(=O)NCc2ccccc2)c(OC)c1 (centres undefined),3.3,2.6,9.6,0.8%,i,6.1,0.22,1188,4.5%,-11.2%,-0.819,-0.392,-0.124,0.278,nt,nt,i
O=C(CSc1nc2c(c(=O)n1-c1ccc(Br)cc1)SCC2)Nc1nccs1,4.8,4.2,3.5,-0.7%,i,-0.9,1.18,1332,-0.5%,-6.1%,0.364,-0.207,0.307,-0.334,nt,nt,i
CCCC/C(O)=C1\C(=O)CC(C)(C)CC1=Nc1ccc(OC)cc1,2.9,0.7,4.0,-1.6%,i,1.9,-0.54,1409,7.2%,-3.0%,-0.521,-0.238,-0.0661,1.55,nt,nt,i
Cc1cc(C)n(C(C)n2nc(C)cc2C)n1,2.5,1.1,0.6,-1.3%,i,-4.4,-0.68,1835,1.1%,-0.7%,1.29,-0.247,1.13,1.01,-2.0,580,i
COc1cc(NC(=O)CSc2nnc3c(C)cc4cc(C)cc(C)c4n23)c(C(=O)O)cc1OC,0.3,1.4,3.7,0.9%,i,7.6,nt,nt,5.5%,6µM*,0.448,-0.213,0.175,0.099,-7.6,670,i
COc1ccc(-c2nc3c(-c4ccc(F)cc4)cnn3cc2C)cc1F,3.9,1.9,2.9,0.6%,i,5.5,-0.26,1556,2.9%,-0.7%,-0.764,-0.161,-0.247,0.774,-1.6,733,i
Cc1ccc(C(=O)Nc2nnc(NC(=S)Nc3ccccc3)s2)cc1,3.2,1.2,6.8,-3.3%,i,-1.8,-0.64,1316,6.7%,5.5%,-0.321,-0.234,-0.00872,0.631,21.4,704,i
Cc1ccc(/C=C/C(=O)NC(=S)Nc2ccccc2C(=O)NC2CCCCC2)cc1,2.9,2.4,4.3,-3.7%,i,-31.0,nt,nt,-6.7%,-2.7%,-0.142,-0.285,0.119,0.125,nt,nt,i
Cc1ccc(S(=O)(=O)NN=C2CCC(C(C)(C)C)CC2)cc1[N+](=O)[O-] (centres undefined),3.6,2.1,8.4,-0.9%,i,-9.7,0.11,1423,-1.5%,-0.8%,-1.6,0.226,-0.381,-5.37,-1.2,654,i
Nc1ccc(-c2nc3nc(N)nc(N)c3nc2-c2ccc(N)cc2)cc1,nt,nt,nt,nt,nt,nt,4.9*,1334*,7.9%,13.1%,1.27,-0.148,0.488,-0.912,-0.9,808,i
Cc1ccc(CNC(=O)C2CCCN(S(=O)(=O)c3cnc[nH]3)C2)cc1 (centres undefined),1.4,2.0,8.2,nt,nt,nt,0.98,1129,-2.2%,4.4%,0.809,-0.156,0.662,-0.381,-18.5,647,i
NC(=O)CC[C@H](NC(=O)c1ccc(F)cc1)C(=O)OCC(=O)Nc1ccc(N2CCOCC2)cc1,4.6,2.9,7.7,-0.6%,i,-7.2,-0.48,1218,6.2%,-1.8%,-0.744,-0.258,-0.682,0.939,0.3,581,i
Cc1cc(=O)[nH]c(SCC(=O)NC2CCCc3ccccc32)n1 (centres undefined),nt,nt,nt,nt,nt,nt,0.31,1439,-1.1%,-3.4%,-0.149,-0.228,-0.334,0.344,5.1,708,i
O=C(CO/N=C/c1ccc(OC(F)F)cc1)NC1CCCCCC1,4.3,2.2,20.8,-1.2%,+,1.5*,0,1366,3.7%,0.3%,-0.296,-0.35,0.173,1.31,-15.9,698,i
O=C(N/N=C/c1cc(Br)cc(Br)c1O)c1cccc(N2CCCC2=O)c1,2.8,2.6,7.6,-1.1%,i,15.2,0.6,1369,nt,nt,-0.319,-0.226,0.295,0.628,20.0,692,i
O=C(CSc1nc2ccccc2nc1SCC(=O)N1CCCCC1)N1CCCCC1,2.8,2.3,12.8,-3.3%,i,-5.0,-2.01,632,42.7%*,6.6%,-0.334,-0.231,-0.0567,0.582,nt,nt,i
Cc1ccc(CN2CCN(CC(=O)N3CCC(C(N)=O)CC3)C2=O)cc1,4.8,3.0,0.2,nt,i,0.5,nt,nt,nt,nt,0.00926,-0.25,0.177,0.367,nt,nt,i
COc1ccc2nc(NNC(=O)COc3ccccc3)sc2c1,1.6,1.6,8.9,-1.2%,i,11.5,-0.12,1502,-3.7%,1.4%,-0.101,-0.172,0.377,0.0101,10.6,647,i
O=C(/C=C/c1cccs1)c1ccc(Br)cc1,4.3,1.5,2.6,-0.8%,i,-17.8,0.51,1699,5.5%,-9.8%,-0.326,-0.191,0.352,0.977,nt,nt,i
Cc1cccc2cc(CN(Cc3cccs3)C(=S)NCc3ccco3)c(=O)[nH]c12,1.5,3.2,7.2,3.0%,i,14.6,-0.87,1503,5.6%,3.2%,0.661,-0.145,0.408,-2.04,-3.9,679,i
CCCCNC(=O)Cc1ccc(Br)cc1,1.2,2.1,6.5,0.7%,i,14.9,nt,nt,7.4%,10.1%,-0.92,-0.262,-0.34,-0.064,0.6,738,i
Cc1ccc(C(=O)O)cc1N=Cc1cc(Br)cc(Br)c1O,1.8,1.8,6.6,-6.8%,i,4.2,0.23,1170,-7.7%,27.7%,0.143,-0.25,0.146,0.0259,-4.0,673,i
Cn1c(CN2CCN(C(=O)c3ccccc3Cl)CC2)nc2cc([N+](=O)[O-])ccc21,2.2,1.8,6.4,-0.5%,i,27.1,-0.03,1322,-3.8%,4.3%,0.29,-0.279,0.473,0.161,-8.5,580,i
CCOC(=O)CCC(NC(=O)CCCCC(=O)NC(CCC(=O)OCC)C(=O)OCC)C(=O)OCC (centres undefined),2.1,2.1,0.6,-2.5%,i,-0.4,0.91,1494,4.5%,3.2%,0.439,-0.154,0.262,-0.208,4.5,660,i
COC(=O)c1sc2cc(C(F)(F)F)cnc2c1-c1ccccn1,3.9,1.9,0.2,-0.7%,i,8.0,-0.46,1293,-0.3%,2.9%,0.351,-0.219,0.195,0.0176,-4.0,708,i
CN1[C@@H](CC(=O)c2ccccc2)CCC[C@H]1C[C@H](O)c1ccccc1,2.0,3.9,6.6,-1.8%&-1.0%,i,32.7,0.46,1431,2.6%&2.3%,4.2%&-0.5%,0.116,-0.206,0.257,0.869,-13.8&-2.1,687&726,nt
Cc1cc(Nc2ccc(Cl)cc2)nc(N2CCOCC2)n1,nt,nt,nt,nt,nt,nt,0.14,1136,2.9%,15.2%,-0.621,-0.272,-0.408,0.335,24.0,646,i
CCC1(CC)Cc2ccccc2-c2nc(NCCO)[nH]c(=O)c21,2.9,2.7,7.6,0.0%,i,2.0,-1.29,934,6.5%,-224.1%,0.878,-0.153,0.394,-1.86,-7.0,709,i
N#Cc1cnn(-c2ccc(F)cc2)c1N,nt,nt,nt,nt,nt,nt,-0.15,1241,9.7%,-10.4%,1.85,-0.215,0.705,-1.12,-1.7,720,i
Cn1c(=O)c(C(=O)CN2CCOCC2)c(N)n(Cc2ccccc2)c1=O,2.6,1.5,6.0,0.2%,i,10.1,0.41,1636,-2.6%,1.9%,-0.359,-0.307,-0.261,0.423,nt,nt,i
CC(=O)c1ccc(N2CCN(C(=O)Nc3ccc(C)cc3)CC2)cc1,6.3,2.9,8.7,1.1%,i,6.0,-0.48,1204,3.6%,0.5%,1.05,-0.279,1.24,-0.791,4.8,684,i
COCCNC(=S)NC(=O)CC12CC3CC(CC(C3)C1)C2,5.2,2.8,7.6,16.6%,i,10.5,nt,nt,2.1%,-1.1%,-0.689,-0.307,0.425,0.319,-7.9,594,i
O=C(COc1ncnc2cc([N+](=O)[O-])ccc12)N(CCc1ccccc1)Cc1ccccc1,1.8,1.3,11.2,-1.8%,i,0.1,1.68,1434,-2.5%,4.5%,-0.614,0.844,0.527,-0.0731,-3.6,629,i
NS(=O)(=O)c1ccc(NC(=S)Nc2ccc(F)c(F)c2)cc1,1.4,1.9,10.3,-0.4%,i,-12.8,0.46,1304,-2.2%,1.3%,0.22,-0.228,0.238,-0.325,-27.2,717,i

# This is a random part of the collection; overall some 3.5% were active at least once.
